FBW7 activator: activators of human E3 ligase FBW7. AlphaScreen FBW7–phospho-cyclin E peptide binding, activator screen. normalized activity (activation), % at 26.1 µM. 0.13% of 650,000 active. AID 1259310; in the data active means normalized activity above about 1.9%;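 further: purified mutant Fbw7 with reduced substrate affinity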
Target sequence (Q969H0 whole entry, looked up): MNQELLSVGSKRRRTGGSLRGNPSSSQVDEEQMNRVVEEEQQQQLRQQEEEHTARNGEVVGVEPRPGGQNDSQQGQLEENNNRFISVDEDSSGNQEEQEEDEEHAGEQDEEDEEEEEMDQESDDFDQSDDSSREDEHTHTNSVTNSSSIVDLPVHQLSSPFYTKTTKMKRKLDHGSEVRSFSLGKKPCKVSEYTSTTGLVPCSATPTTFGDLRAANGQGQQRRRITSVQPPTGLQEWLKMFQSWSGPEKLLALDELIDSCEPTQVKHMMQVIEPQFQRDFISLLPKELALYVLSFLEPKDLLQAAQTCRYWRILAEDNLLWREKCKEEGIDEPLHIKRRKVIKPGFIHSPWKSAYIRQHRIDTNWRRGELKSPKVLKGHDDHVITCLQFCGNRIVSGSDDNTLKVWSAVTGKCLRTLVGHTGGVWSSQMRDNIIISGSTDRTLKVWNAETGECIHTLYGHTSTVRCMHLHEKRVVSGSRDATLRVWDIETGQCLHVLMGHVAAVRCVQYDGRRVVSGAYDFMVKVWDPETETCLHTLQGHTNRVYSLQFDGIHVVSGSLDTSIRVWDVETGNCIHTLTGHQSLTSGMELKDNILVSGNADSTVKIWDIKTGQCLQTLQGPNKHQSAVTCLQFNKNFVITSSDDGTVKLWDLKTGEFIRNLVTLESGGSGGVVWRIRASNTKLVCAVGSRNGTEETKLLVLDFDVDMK
TEAD-YAP block: TEAD-YAP interaction inhibition. HEK-TIYL cells, TEAD-Gal4/YAP UAS-luciferase luminescence. inhibition, % at 9.12 µM. 1.4% of 640,000 active; in the data active means inhibition above about 32%;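 further: 0% = median of test compound wells and 100% = reference inhibitor wells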
MITF primary: blocks human microphthalmia-associated transcription factor. O75030. AlphaScreen MITF homodimerization, bead proximity signal. inhibition, % at 2.6 µM. 0.91% of 650,000 active. AID 1259374; in the data active means inhibition above about 50%;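 further: 0% = vehicle wells with protein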
GPR151 activ: human GPR151 activation; Q8TDV0; PathHunter beta-arrestin GPR151 cells, luminescence; activation, % at 11.2 µM; 1% of 650,000 active; AID 1508602; in the data active means activation above about 4.9%;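 further: 0% = median of compound wells and 100% = cells with positive control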
* = called active by the depositor; nt = not tested or not shown.

mol | FBW7 activator | TEAD-YAP block | MITF primary | GPR151 activ
CCOC(=O)C1=C(c2ccccc2)NC(=S)NC1c1ccc(Cl)cc1 (configuration not stated) | -0.1 | 4 | 9 | 2.3
O=C(O)c1c(CNCCc2c[nH]c3ccccc23)c2ccccc2n1Cc1ccccc1 | -0.2 | 0 | 7 | -0.2
CC1Cc2ccccc2N1C(=O)C12CCC(C)(C(=O)C1)C2(C)C (configuration not stated) | 0.0 | 12 | -2 | 1.8
CCOC(=O)c1sc2nccc(N(C)C)c2c1N | 0.2 | -18 | 3 | 1.5
CC(C)(C)OC(=O)N1CCC2(CC1)NC(=O)c1ccccc1O2 | 0.3 | -3 | 10 | 0.5
O=[N+]([O-])c1cc(C2C=C(c3ccc(Cl)cc3)Nc3nc4ccccc4n32)ccc1Cl (configuration not stated) | 0.0 | 1 | 14 | -4.5
Cc1cc(N2CCC(C)CC2)nc2ccc([N+](=O)[O-])cc12 | 0.1 | 0 | -1 | 0.1
CCCCCCCCCCCCCCCC(=O)OC[C@H](COP(=O)(O)OCC[N+](C)(C)C)OC(=O)CCCCCCCC(=O)/C=C/C(=O)O | nt | nt | 1 | -0.6
O=S(=O)(c1ccc2c(c1)OCCO2)N1CCN(CC2CC=CCC2)CC1 (configuration not stated) | -0.2 | -7 | 13 | -0.1
Cc1cc(SCC(=O)O)n2c(nc3ccccc32)c1C#N | 0.4 | -4 | 15 | -1.8
CC(=O)N(/C=C1/C(=O)N(C)C(=S)N1C)c1ccccc1 | -0.1 | -5 | -3 | 0.2
CCC1CN(CCNC(=O)c2ccsc2)Cc2cc(OC)ccc2O1 (configuration not stated) | 0.2 | -1 | 4 | 0.3
CS(=O)(=O)c1cnc(-c2ccncc2)nc1-c1cccc(C(F)(F)F)c1 | 0.0 | 15 | 6 | -1.5
CCOc1cccc(C2NC(=O)NC(C)=C2C(=O)OC(C)C)c1 (configuration not stated) | 0.2 | -12 | 13 | -1.1
C/C(=N\NC(=O)c1ccccc1O)c1oc(C)cc1C | 0.1 | -38 | -2 | -0.9

Laid out differently: results already given
> Cc1cc(SCC(=O)O)n2c(nc3ccccc32)c1C#N
  FBW7 activator: 0.4
  TEAD-YAP block: -4
  MITF primary: 15
  GPR151 activ: -1.8

> CC(=O)N(/C=C1/C(=O)N(C)C(=S)N1C)c1ccccc1
  FBW7 activator: -0.1
  TEAD-YAP block: -5
  MITF primary: -3
  GPR151 activ: 0.2

> CCC1CN(CCNC(=O)c2ccsc2)Cc2cc(OC)ccc2O1 (configuration not stated)
  FBW7 activator: 0.2
  TEAD-YAP block: -1
  MITF primary: 4
  GPR151 activ: 0.3

> CS(=O)(=O)c1cnc(-c2ccncc2)nc1-c1cccc(C(F)(F)F)c1
  FBW7 activator: 0.0
  TEAD-YAP block: 15
  MITF primary: 6
  GPR151 activ: -1.5

The list continues.
mol | FBW7 activator | TEAD-YAP block | MITF primary | GPR151 activ
O=C(CS(=O)(=O)c1cccc2nsnc12)Nc1ccc(Cl)cc1F | -0.2 | -8 | -2 | -0.1
Cc1cccc(C)c1NC(=O)CCC(=O)OCc1ccccc1 | 0.3 | -7 | -1 | 0.2
NS(=O)(=O)c1ccc(CCNS(=O)(=O)c2ccc(Br)cc2)cc1 | 0.1 | 4 | 11 | -0.9
Cc1ccc(NS(=O)(=O)c2ccc(NC(=O)CCCOc3ccccc3)cc2)cc1 | 0.0 | -10 | 10 | 6.7*
CC(C)C(NC(=O)c1ccccc1N(C)S(C)(=O)=O)C(C)C | 0.1 | 0 | 4 | -0.3
O=C1c2cccc([N+](=O)[O-])c2C(=O)N1c1ccccc1 | -0.1 | -1 | 12 | -0.7
COc1cccc(OCC(O)CN2CCc3ccccc3C2)c1 (configuration not stated) | 0.0 | 1 | 5 | -0.1
CCC(=O)N1CCCC(C(=O)Nc2cccc(-c3ccc(F)cc3)c2)C1 (configuration not stated) | -0.1 | -1 | -10 | 1.0
CCc1ccc(NC(=O)c2cc(S(=O)(=O)N3CCC(C)CC3)ccc2F)cc1 | 0.8 | -2 | 10 | -0.3
O=C(COc1ccc(Cl)cc1Cl)Nc1ccc(S(=O)(=O)N2CCc3ccccc32)cc1 | 0.0 | 0 | -2 | 0.2
CC1CCc2nn(CC(=O)Nc3ccccc3Br)cc2C1 (configuration not stated) | 0.2 | -17 | 4 | 0.6
Cc1c(Cl)c(=O)[nH]c2nnc(C(F)(F)F)n12 | 0.2 | -1 | 16 | -0.5
O=c1oc2ccccc2n1CCOc1ccccc1Cl | 0.3 | -7 | 13 | -0.7
Cc1ccccc1C(=O)NCCn1cc(SCC(N)=O)c2ccccc21 | -0.1 | 2 | 2 | -0.3
Cc1cccc(N2CCN(C(=O)c3ccc([N+](=O)[O-])cc3Cl)CC2)c1C | 0.2 | 8 | 18 | 0.1

More records:
mol | FBW7 activator | TEAD-YAP block | MITF primary | GPR151 activ
Cc1ccc(NC(=O)CC(C)S(=O)(=O)c2ccc3c(c2)SCC(=O)N3)cc1F (configuration not stated) | 0.0 | 4 | 2 | -0.4
CCc1ccc(NC(=O)CC(N)=S)cc1 | 0.0 | 5 | -8 | 0.5
O=C(CSS(=O)(=O)O)Nc1nc(-c2ccccc2)cs1 | 0.3 | -1 | 47 | -0.4
CC1=C(C(=O)OCC2CCCCC2)C(c2ccc(C)cc2)NC(=O)N1 (configuration not stated) | 0.0 | 5 | -2 | -1.3
COc1ccc(CN2C(=O)NC(=O)/C(=C\c3ccc(Br)s3)C2=O)cc1 | -0.4 | 9 | 2 | -0.4
COc1cc2c(cc1NC(=O)c1ccccc1Br)oc1ccccc12 | 0.0 | -5 | -3 | -0.9
O=C(Nc1ccc(Cl)cc1F)c1cc(S(=O)(=O)N2CCCCC2)ccc1F | 1.0 | 1 | 15 | -0.4
COc1ccc(S(=O)(=O)N2CCN(Cc3ccccc3)CC2)c2ccccc12 | 0.0 | -4 | 5 | -0.2
COc1cc(/C=C(\C(=O)c2ccc(C)cc2)c2nc3ccccc3o2)cc(OC)c1OC | -0.1 | 69* | 8 | 0.8
CCN1CCN(c2oc(-c3ccc(C)cc3)nc2C#N)CC1 | 0.1 | -38 | 14 | 0.4
Cn1cc(CCC(=O)N2CCc3ccccc32)c2ccccc21 | 0.0 | -7 | -2 | 3.3
CCCN1CCC(c2nc(N3CCOCC3)ncc2-c2cc(C)no2)CC1 | 0.2 | 2 | 11 | -0.5
O=C(Nc1ccc(-n2ncc3ccc(-c4nn[nH]n4)cc32)cc1)c1ccccc1 | -0.1 | -7 | -14 | -1.5
CCNc1cc(N2CCN(S(=O)(=O)c3ccc(NC(C)=O)cc3)CC2)ccc1[N+](=O)[O-] | -0.3 | -4 | 8 | -0.4
COc1ccc2nc(Nc3nc(C)cc(=O)[nH]3)nc(C)c2c1 | 0.0 | -15 | 0 | 1.8

(listing goes on)
Order of values – FBW7 activator	TEAD-YAP block	MITF primary	GPR151 activ
> O=C(O)CCSC(=S)N1CCCC1
→ -0.1	-6	-2	0.5
> NC(=O)N/N=C/c1ccc(Oc2ccccc2)cc1
→ 0.5	-16	14	-0.9
> CC1CN(C2CCCCC2)c2nc3c(c(=O)n(Cc4ccccc4F)c(=O)n3C)n2C1 (configuration not stated)
→ 0.0	-1	-5	-0.1
> CC(=O)Oc1ccc(C2=N/C(=C\c3ccc(C)cc3)C(=O)O2)cc1
→ 0.2	-13	-8	-4.8
> Cc1ccc(S(=O)(=O)N2c3ccc(C)cc3-c3ccccc3S2(=O)=O)cc1
→ -0.1	50*	-3	3.1
> Fc1cccc(CSc2nc(NC3CCCCC3)c3ccccc3n2)c1
→ 0.0	-4	2	2.2
> CCC(Oc1ccccc1)C(=O)Nc1ccncc1 (configuration not stated)
→ -0.1	6	2	-0.7
> Cc1ccccc1C(=O)NNC(=O)/C=C/c1ccc(Cl)cc1
→ -0.2	5	8	-0.4
> O=C(O)c1cccc(NC(=O)c2ccc3c(c2)C(=O)N(CC2CCCO2)C3=O)c1 (configuration not stated)
→ 0.9	-8	4	-7.2
> O=C(c1ccccc1F)N1CCn2c(nnc2C2CC2)C1
→ 0.0	-4	-1	2.2
> Cn1c(=NC(=O)C(C)(C)C)sc2cc(S(C)(=O)=O)ccc21
→ 0.1	-46	-5	-1.5
> O=C(NC(=S)Nc1cccc(NC(=O)c2ccco2)c1)c1ccc(F)cc1
→ -0.1	2	7	1.6
> Cc1nc(C)n(-c2ccc(Nc3ncc(F)c(-c4cc(F)cc(N5CCN(C)CC5)c4)n3)cc2)n1
→ -0.2	64*	-3	-1.5
> COc1ccc(-c2nc3c(NCc4nc5ccccc5[nH]4)ncnc3n2C(C)C)cn1
→ -0.1	3	-9	2.3
> Cc1cc(C(=O)NCCc2cccc(Cl)c2)ccc1[N+](=O)[O-]
→ 0.0	-31	4	0.6

Other results.
Order of values – FBW7 activator	TEAD-YAP block	MITF primary	GPR151 activ
> CCCCC(=O)Nc1cccc2nc(C)ccc12
→ 0.1	-1	-6	0.3
> C=CCNC(=S)NC(=O)c1ccccc1Br
→ 0.4	-14	-7	-0.2
> Cc1ccc(/C(O)=C/c2nc3cc(Cl)ccc3oc2=O)cc1
→ -0.3	0	5	1.6
> CCOC(=O)N1CCN(C(=S)NC(=O)c2ccco2)CC1
→ 0.7	11	0	-0.4
> NC(=O)c1ccc(-c2cc(NCCOc3ccccc3)ncn2)cc1
→ 0.0	-9	-1	1.9
> N#Cc1c(-c2ccco2)cc(-c2ccccc2)nc1SCCN1C(=O)c2ccccc2C1=O
→ 0.0	-3	2	-0.2
> O=C(c1csc(Nc2ccccn2)n1)N1CCCCC1
→ 0.1	-54	6	-0.9
> O=C(c1ccc(C(F)(F)F)nc1)N1CCC(c2nc(-c3ccncc3)no2)CC1
→ 0.0	2	4	-1.1
> Cc1cccc(OCC(=O)NC(C)C)c1
→ 0.9	-7	4	-0.2
> CC(=O)N(/N=C1\Sc2ccccc2C1=O)c1ccc(Br)cc1
→ -0.3	-12	27	0.0
> CCOc1ccc(-n2cc(-c3ccccc3)c3c(NCCCO)ncnc32)cc1
→ 0.1	-1	7	-0.1
> C=CCOC(=O)c1[nH]c2c(c1C)C(=O)CC(c1ccc(OC)cc1)C2 (configuration not stated)
→ 0.0	-35	1	1.2
> O=C(N/N=C\c1ccc(O)cc1O)C(=O)N/N=C/c1ccc(O)cc1O
→ -1.3	13	69*	-0.5
> O=C(CCS(=O)(=O)c1ccc(Br)cc1)NC1CCCC1
→ -0.3	3	-7	0.0
> O=C(C(Cl)Cl)C12CC3CC(CC(C3)C1)C2
→ 0.2	12	7	0.3

New compounds follow
Order of values – FBW7 activator	TEAD-YAP block	MITF primary	GPR151 activ
> COc1ccc(CN2CCN(CCOc3ccccc3)CC2)c(OC)c1OC
→ 0.0	0	72*	-0.8
> CC1=NN(c2ccc(Cl)c(Cl)c2)C(=O)/C1=C/c1ccc(Br)cc1
→ -0.6	4	-1	-0.2
> CSc1nnc2c(n1)OC(c1cccc(O)c1)Nc1ccccc1-2 (configuration not stated)
→ 0.0	-5	-2	-1.5
> COC(=O)C1=C(C)NC(=S)N(C(C)=O)C1c1ccc(Cl)cc1 (configuration not stated)
→ -0.1	3	-8	-1.9
> COCCCNC(=O)c1ccc(CNS(=O)(=O)c2ccc(OC)cc2)cc1
→ -0.2	-3	-4	-1.1
> COc1cc2c(cc1OC)C(COc1ccccc1OC)N(C(=O)c1cc([N+](=O)[O-])ccc1Cl)CC2 (configuration not stated)
→ 0.1	4	28	1.0
> CC(=O)c1ccc(NC(=O)C(C)OC(=O)c2ccc(C=O)cc2)cc1 (configuration not stated)
→ -0.1	-3	6	-0.2
> O=C(NCCSC1CCCCC1)c1ccc([N+](=O)[O-])cc1
→ -0.2	-51	-11	0.6
> COc1ccccc1NC(=O)NCCCl
→ -0.1	-2	-7	0.0
> CN(Cc1ccccc1)c1nc2c(c(=O)[nH]c(=O)n2C)n1CCOc1ccccc1
→ 0.2	-7	-16	0.3
> C=CCn1nnnc1SCC(=O)c1ccc(OC)cc1
→ 0.0	-22	-2	1.1
> CCSCCOC(=O)C1=C(C)N(C)C(=O)NC1c1ccc(Cl)c(Cl)c1 (configuration not stated)
→ 0.3	-3	9	-1.2
> COc1ccc(S(=O)(=O)N2CCN(Cc3cccc(OC)c3)CC2)cc1
→ 0.1	2	-2	0.4
> CC1CCC(NS(=O)(=O)c2ccc3c(c2)NC(=O)C(C)C(=O)N3)CC1 (configuration not stated)
→ -0.1	-6	-5	-0.9
> COC(=O)c1c(NC(=O)c2ccco2)sc(C(=O)Nc2cccc(C)c2)c1C
→ 0.5	4	10	6.4*

Carrying on:
Order of values – FBW7 activator	TEAD-YAP block	MITF primary	GPR151 activ
> CCN(CC)CCNS(=O)(=O)c1ccc2[nH]cc(C(=O)O)c(=O)c2c1
→ 0.3	2	52*	0.1
> CCc1ccc(C2C(C#N)=C(N)N(c3cccc(Cl)c3)C3=C2C(=O)CC(c2ccccc2)C3)s1 (configuration not stated)
→ 0.2	-9	0	-0.5
> Cc1ccc2nc(NC(=S)NC(=O)c3cc4ccccc4o3)sc2c1
→ -0.1	-4	2	-0.5
> O=C(O)c1ccc(F)c(S(=O)(=O)Nc2ccc(Br)cc2)c1
→ 0.1	12	7	0.0
> NNS(=O)(=O)c1ccc2ccccc2c1
→ 0.7	0	18	-0.4

Bioassay records as filed in PubChem.
